Screening data (PubChem)
mHTT CaM bind – mutant huntingtin-calmodulin interaction inhibitors – biochemical, AlphaScreen, primary screen | AlphaScreen His-mHTT/GST-CaM binding, luminescence | inhibition, % at 15 µM | actives 3.6% (n = 190,000) | AID 1671202, 2021;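 also: 0% = both proteins with DMSO and 100% = one protein alone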
Pf apPOL inh – Pf-apPOL inhibitors, biochemical, fluorescence; inhibition, % at 10 µM; actives 0.25% (n = 210,000); Recombinant Pf-apPOL, molecular beacon fluorescence, 1.5 h; Plasmodium falciparum apicoplast DNA polymerase (apPOL)
An asterisk follows results filed as active; . = not tested or not shown; & = joins results of further samples. Rule as the data show it: active = inhibition above about 50%; inactive = the rest.

The first 7 records, to show the layout:
Compound,mHTT CaM bind,Pf apPOL inh
O=C(COc1ccccc1F)Nc1ccc(Cl)c(N2CCCS2(=O)=O)c1,-15,-6
NC(=O)CSc1oc(-c2ccc(F)cc2)nc1S(=O)(=O)c1ccccc1,5,2
O=S(=O)(Cc1ccc(Cl)cc1Cl)c1nc2ncccc2[nH]1,-4,.
COCCNC(=O)c1cc(-c2ccc3ccccc3c2)on1,-10,-6
O=C(Nc1ccc(Br)cc1)c1ccc(F)c(S(=O)(=O)N2CCCC2)c1,0,-4
CCC(=O)N1CCN(C(C(=O)NC2CCCc3ccccc32)C2CCCC2)CC1 (configuration not stated),8,-4
CSc1ccc(CN2C(=O)CCC2(C)C(=O)NCc2ccccc2)cc1 (configuration not stated),3,-2

This part in full, repeating the preview:
Compound,mHTT CaM bind,Pf apPOL inh
O=C(COc1ccccc1F)Nc1ccc(Cl)c(N2CCCS2(=O)=O)c1,-15,-6
NC(=O)CSc1oc(-c2ccc(F)cc2)nc1S(=O)(=O)c1ccccc1,5,2
O=S(=O)(Cc1ccc(Cl)cc1Cl)c1nc2ncccc2[nH]1,-4,.
COCCNC(=O)c1cc(-c2ccc3ccccc3c2)on1,-10,-6
O=C(Nc1ccc(Br)cc1)c1ccc(F)c(S(=O)(=O)N2CCCC2)c1,0,-4
CCC(=O)N1CCN(C(C(=O)NC2CCCc3ccccc32)C2CCCC2)CC1 (configuration not stated),8,-4
CSc1ccc(CN2C(=O)CCC2(C)C(=O)NCc2ccccc2)cc1 (configuration not stated),3,-2
COc1ccc(-c2nc3cccnc3n2C2CCN(C(=O)NC3CCCC3)C2)cc1 (configuration not stated),22,-8
COc1cccc(NC(=O)c2ccccc2Cl)c1,-11,3
CCN1C=C(C(=O)OCc2cccc(C)c2)C(C)=NS1(=O)=O,-40,-2
CC1CCC2(CC1)NC(=O)N(CC(=O)Nc1ccc3c(c1)OCO3)C2=O (configuration not stated),18,-4
COc1cc(/C=C(\C#N)c2nc3ccc(C)cc3[nH]2)cc(OC)c1O,58*,-4&-4
Cc1ccc(C(=O)N2CCCC(OCc3nc(C4CC4)no3)C2)cn1 (configuration not stated),-3,-8
Cc1cccc(CNC(=O)c2nn(C)c3c2CN(C(=O)c2ccccc2C)CC3)c1,27,-12
COc1ccc2oc(=Nc3ccc(Cl)cc3Cl)c(C(=O)NC(C)=O)cc2c1,11,-18
CCOC(=O)c1c(N)nc(SC)n1-c1ccc(C(C)C)cc1,.,2
O=C(O)CC(NC(=O)c1ccccc1NC(=O)c1ccccc1)C(=O)O (configuration not stated),-2,0
COc1ccc(-c2nc3cc(C(C)(C)C)ccc3o2)cc1O,61*,4
C(=C\c1ccccc1)/CN1CCN(c2ccccn2)CC1,10,-5
COc1ccc(C2C3=C(CCCC3=O)Nc3nc(-c4ccccc4C)nn32)cc1 (configuration not stated),-6,-2

(more compounds)
Compound,mHTT CaM bind,Pf apPOL inh
O=C(CCC(=O)Nc1noc2ccccc12)NCCc1ccc(Cl)cc1,-3,-10
COc1ccc(N2CC(C(=O)Nc3ccc(Br)c(Cl)c3)CC2=O)cc1 (configuration not stated),-1,0
O=C(Nc1sc2c(c1C(=O)NC1CCS(=O)(=O)C1)CCCC2)c1ccco1 (configuration not stated),-1,-39
O=C(CN1C(=O)C2CCCN2C(=O)c2ccccc21)c1ccc(Br)cc1 (configuration not stated),8,-4
O=C(CN1C(=O)CCC1=O)c1ccccc1,-3,-15&-1
CN(C)c1ccc(/C=C2/N=C(c3cccs3)OC2=O)cc1,4,3
O=C(CO)Nc1nc(-c2ccc(Br)cc2)cs1,3,-3
Cc1cc2c(c(=O)o1)C(C(C)C)C(C#N)=C(N)O2 (configuration not stated),-1,-4
O=C(CN1C(=O)C2C3CC(C(Br)C3Br)C2C1=O)NC1CCCCC1 (configuration not stated),-1,-1
CC1(C)CC(=O)C2=C(C1)N(c1ccccc1)C(N)=C(C#N)C2c1ccc(F)cc1 (configuration not stated),-7,-9
CCOC(=O)CCNC(=O)N1CCn2cccc2C1c1ccc(Cl)cc1 (configuration not stated),82*,-1
COc1cc(NC(=O)N2CC(c3noc(-c4ccccc4)n3)C2)cc(OC)c1OC,23,0
COc1ccc(N=CC=C2OC(C)(C)C(C)(C)O2)cc1OC,35,-7
CCC1Oc2ccc(Cl)cc2N(CC(=O)NCc2ccccc2Cl)C1=O (configuration not stated),-19,-14
COc1cccc(-c2noc(C3CCCN3C(=O)C3CCC3)n2)c1 (configuration not stated),0,-4
CC(C)(C)C1CCC2(CC1)NN=C(c1ccccc1)S2 (configuration not stated),-33,-1
C[C@H]1[C@@H](NC(=O)c2ccc(C(C)(C)C)cc2)CC[C@@]23CCCN2C(=O)CCC[C@@H]13,29,-6
COc1cc([N+](=O)[O-])ccc1-c1ccc(C(=O)Nc2cccc(-c3nc4ccccc4o3)c2)o1,28,5
COc1ccc(C2=N/C(=C\c3ccc(F)cc3)C(=O)O2)cc1,-8,-4
O=C(c1ccccn1)N1CCC2(CC1)NC(=O)N(Cc1ccc(F)cc1)C2=O,1,-6

Following part:
Compound,mHTT CaM bind,Pf apPOL inh
CN(Cc1ccccc1)C(=O)c1cccc(N2CCNC(c3ccccc3)C2)n1 (configuration not stated),4,-4
Cc1cccc(-c2nc(C3CCN(S(=O)(=O)c4ccc(F)c(F)c4)CC3)no2)c1,-7,-5
O=c1ccn(CN2CCCCC2)c(=O)n1CN1CCCCC1,-7,.
CCOc1cccc(OCCCOc2ccc([N+](=O)[O-])cc2)c1,-27,-10
CCOc1ccc(-n2nc(C(=O)NCCc3ccc(OC)c(OC)c3)c3ccccc3c2=O)cc1,21,-3
CN1CCN(CCNC(=O)C2CCN(c3ccc(N4CCCCC4)nn3)CC2)CC1,-9,-6
CCCN1CCN(c2ncc3c(n2)CCN(Cc2ccccc2Cl)C3)CC1,15,0
CC(C)(CO)NCCCCn1c2ccccc2c2ccccc21,-1,-7
Cc1cc2nc(N)sc2cc1C,-3,-1
Cn1nc(-c2nc(-c3cccc(F)c3)no2)c2c1CCN(C(=O)COc1ccccc1)C2,-9,0
Cc1cc(C)c2c(-n3cccc3)c(C(=O)c3ccc(Cl)cc3)sc2n1,.,4
Cc1ccc2c(c1)NC1(CCN(C(=O)CSCc3ccc(F)cc3)CC1)c1cccn1-2,100*,-7
COC(=N)c1nccnc1SCc1ccc(F)cc1,.,-18
COc1cc(NC(=O)Cn2nc([N+](=O)[O-])c(Br)c2C)cc([N+](=O)[O-])c1,8,5
Cc1cc(-c2nnc3sc(Cc4cccs4)nn23)n[nH]1,14,.
CCCC(=O)Nc1ccc2c(c1)Sc1ncccc1C(=O)N2C,4,2
COc1ccc(/C=C2/SC(N3CCOCC3)=NC2=O)cc1OC,5,0
COc1cc2nc(-c3ccc(N4C(=O)CCC4=O)cc3)oc(=O)c2cc1OC,2,0
CCN(C(=O)c1ccc([N+](=O)[O-])cc1Cl)c1ccccc1C,2,-10
Cc1oc(C2CCN(C(=O)c3ccccc3Cl)CC2)nc1C(=O)N(C)C,-10,-1

Given with two lines to a compound: seven of the compounds above.
Values run as follows: mHTT CaM bind | Pf apPOL inh
- CCCN1CCN(c2ncc3c(n2)CCN(Cc2ccccc2Cl)C3)CC1
  15 | 0
- CC(C)(CO)NCCCCn1c2ccccc2c2ccccc21
  -1 | -7
- Cc1cc2nc(N)sc2cc1C
  -3 | -1
- Cn1nc(-c2nc(-c3cccc(F)c3)no2)c2c1CCN(C(=O)COc1ccccc1)C2
  -9 | 0
- Cc1cc(C)c2c(-n3cccc3)c(C(=O)c3ccc(Cl)cc3)sc2n1
  . | 4
- Cc1ccc2c(c1)NC1(CCN(C(=O)CSCc3ccc(F)cc3)CC1)c1cccn1-2
  100* | -7
- COC(=N)c1nccnc1SCc1ccc(F)cc1
  . | -18

(next part)
Compound,mHTT CaM bind,Pf apPOL inh
CC1(C)CC(=O)C2=C(C1)Nc1nc(SCc3ccccc3Cl)[nH]c(=O)c1C2c1cccnc1 (configuration not stated),22,-4
C=CCOc1ccc(C2N3CC4(CCC)CN2CC(CCC)(C3)C4=O)cc1 (configuration not stated),-6,-1
O=C(Cc1ccc(F)cc1)Nc1nnc(-c2ccc(Br)cc2)s1,-5,-4
CN(C)C(=O)c1cc2c(s1)CCC(C(=O)Nc1ccc(Cl)cc1F)C2 (configuration not stated),-1,-4
COc1ccc2c(C)nc(Nc3nc(O)c(C)c(=O)[nH]3)nc2c1,2,2
COc1ccc(OCC(=O)NCc2nnc3n2CCCC3)cc1,-5,-2
Cc1cccc2oc(-c3cccc(N=Cc4cc([N+](=O)[O-])cc([N+](=O)[O-])c4O)c3)nc12,27,6
CN(CCc1ccccn1)Cc1ccc(Br)cc1,-1,-3
O=C(NCc1ccc(F)cc1)c1ccc(-c2ccsc2)nc1,-4,-2
CC1CCN(c2ccc(N3CCC(C(=O)N4CCCCCC4)CC3)nn2)CC1,16,-2
COCCC1CCN(C(=O)c2ccc(OC)nc2)CC1,-6,-1
CCOc1ccc(C(C2=C(O)CC(C)(C)CC2=O)C2C(=O)CC(C)(C)CC2=O)cc1 (configuration not stated),2,-2
COc1ccc(OCC(=O)N2CCN(C(=O)COc3ccc(C)cc3)CC2)cc1,6,-8
O=C(Nc1ccc2c(c1)OCO2)N1CCOc2ccccc21,7,-9
CC1CCN(c2nc3c(c(N(C)C)n2)CNCC3)CC1,2,-5
O=C(NC(Nc1ccccc1)C(Cl)(Cl)Cl)c1ccc(Br)cc1 (configuration not stated),57*,4
O=C1CC(N2CCN(Cc3ccccc3)CC2)C(=O)N1c1ccccc1F (configuration not stated),2,-2
O=C(c1cccc(Cl)c1)N1CCN(c2ccc([N+](=O)[O-])cc2Cl)CC1,23,-2
COc1cccc(C(=O)N2CCC(c3nc(C(=O)N4CCOCC4)c(C)o3)CC2)c1,-4,0
O=C(CN1C(=O)NC2(CCCCC2)C1=O)NCc1ccccc1F,-5,-2

More compounds.
SMILES	mHTT CaM bind	Pf apPOL inh
CC(NC(=O)c1ccccc1[N+](=O)[O-])C1CC2CCC1C2 (configuration not stated)	-1	0
O=C(O)c1coc2c1C(=NNc1ccccc1)CCC2	.	-12
CCOCCCn1c(=N)c(C(=O)NCCCOC)cc2c(=O)n3ccccc3nc21	0	-5
Cc1noc(-c2ccc(NC(=O)Cn3cnc4ccccc4c3=O)cc2)n1	-1	-4
CCCc1c(C)nc2c(C(=O)NCc3ccc(C)cc3)c[nH]n2c1=O	21	10
O=C(NCCc1ccccc1)C1CCN(c2ccc3c(c2)OCO3)C1=O (configuration not stated)	-1	-4
C#CCSc1nc(C)cc(C)c1C#N	-15&0	-9
COc1cccc(-n2cc(C(=O)NCCC(=O)N(C)C3CCCCC3)c3ccccc3c2=O)c1	12	-4
O=C(NCCN1CCN(c2ccccn2)CC1)c1cccs1	-11	-3
Cc1ccc(S(=O)(=O)Nc2ccc(Cl)c3cccnc23)cc1	14	-88
O=C(c1ccc(F)cc1)N1CCC(CCNS(=O)(=O)c2ccccc2F)CC1	27	0
Cc1nnc(Sc2cc(C(=O)O)c3ccccc3n2)s1	3	2
COc1cc(C(=O)Nc2ccc(S(=O)(=O)Nc3ccc(F)cc3)cc2)cc(OC)c1OC	12	4
O=C(C1=CN(c2ccc(F)cc2)c2ccccc2S1(=O)=O)N1CCOCC1	0	1
O=C(Nc1cc([N+](=O)[O-])cc2oc(-c3ccccc3)cc12)c1ccc(F)cc1	3	-2
CN(Cc1ccccc1)c1ncnc2c1cnn2-c1ccc(Cl)cc1	8	-2
Cc1cc(C)c(C#N)c(SCC(O)c2cccc([N+](=O)[O-])c2)n1 (configuration not stated)	.	-4
COc1ccc(CC(=O)N2CCC(c3nc4ccncc4n3C)C2)cc1Cl (configuration not stated)	4	-3
O=C(Nc1cccc([N+](=O)[O-])c1)c1cccc2c1C(=O)c1ccccc1-2	2	0
O=C(NCCc1ccccc1)C1CCN(S(=O)(=O)c2ccc(Br)cc2)CC1	4	98*

Next entries:
SMILES	mHTT CaM bind	Pf apPOL inh
O=C(Nc1ccc(Br)cc1F)C1CCN(c2ccncc2)CC1	-7	8
Cc1c(C(=O)NCc2ccccn2)sc2ncn(CC(=O)N3CC(C)CC(C)C3)c(=O)c12 (configuration not stated)	15	-3
Cc1ccc(-c2nc3ncccc3o2)cc1NC(=O)c1ccccc1F	-2	-4
C#CC[N+](C)(C)CC(=O)c1cccc2ccccc12	-4	.
COc1ccccc1NC(=O)Cc1nn(C)c(=O)c2ccccc12	6&-2	2&-8
CC(=O)Nc1cc(O)cc(O)c1	-2	2
CCOC(=O)COc1ccc2c(c1)OC(=Cc1cccc(OC)c1OC)C2=O	0	-2
O=S(=O)(Nc1ccccn1)c1cc(Cl)ccc1Cl	-8	.
COc1ccc(-c2nnc(NC(=O)c3ccc(S(=O)(=O)N(C)C4CCCCC4)cc3)o2)cc1	-7	-6
Cc1nc(SCC(=O)NC2CCCCC2)n[nH]1	-5	0
O=C(c1cc(-c2ccccc2)n[nH]1)N1CCN(c2ncccn2)CC1	-18	-11
NCCSC12CC3CC(CC(C3)C1)C2	-4	-8
Cc1cccc(S(=O)(=O)NC2CCN(c3ccc(F)cc3)C2=O)c1 (configuration not stated)	-10	1
O=C(O)C1CSC(c2ccccc2Cl)N1C(=O)c1ccc(Cl)cc1 (configuration not stated)	2	3
Cc1cc(Cl)ccc1NC1=NS(=O)(=O)c2cc([N+](=O)[O-])ccc21	5	-1
O=C(COc1ccc2c(c1)C(=O)CC2)Nc1nc2ccccc2[nH]1	-14	-6
Cc1cc(C(=O)NCC(O)(c2ccccc2)C(F)(F)F)c(C)o1 (configuration not stated)	4	-10
COc1ccc(-c2csc(N)n2)cc1C	13	1
CC1(C)CC(CC#N)(c2ccccc2)CCO1 (configuration not stated)	2	-1
Cc1ccc(CN2C(=O)Cn3cccc3C2C(=O)NC2CCCC2)cc1 (configuration not stated)	0	-4
